HIF-2a inh: HIF-2a inhibition; 786-0 RCC cells HIF-2a reporter, luciferase luminescence, overnight; inhibition, % at 18.8 µM; actives 0.72% (n = 360,000); AID 624352;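 active = inhibition of the luminescence signal of 40% or more relative to plate controls, in a single-dose primary screen at 18.75 µM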
hiPSC survival: hiPSC single-cell survival enhancement. actives 0.044% (n = 360,000). ATPlite luminescence; 100% = ROCK inhibitor wells, 0% = DMSO. survival enhancement, % at 20 µM; in the data active = survival enhancement above about 18%;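 note: cells exposed to compounds for 16 hours before the ATP read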
NR2E3 ag-1: activates human NR2E3 receptor. CHO-S Gal4-NCOR/VP16-NR2E3 two-hybrid, luciferase. inhibition of corepressor binding, % at 3.98 µM. Q9Y5X4. AID 602229. actives 0.35% (n = 360,000);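 active = inhibition above the mean of all tested compounds plus 3 SD, cut at about 70% in these data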;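 note: 0% = DMSO with NR2E3 transfected cells and 100% = cells lacking NR2E3 construct; higher means lower luciferase signal from less NR2E3 corepressor binding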
Target sequence (Q9Y5X4 whole entry, looked up, the tested form may be a part): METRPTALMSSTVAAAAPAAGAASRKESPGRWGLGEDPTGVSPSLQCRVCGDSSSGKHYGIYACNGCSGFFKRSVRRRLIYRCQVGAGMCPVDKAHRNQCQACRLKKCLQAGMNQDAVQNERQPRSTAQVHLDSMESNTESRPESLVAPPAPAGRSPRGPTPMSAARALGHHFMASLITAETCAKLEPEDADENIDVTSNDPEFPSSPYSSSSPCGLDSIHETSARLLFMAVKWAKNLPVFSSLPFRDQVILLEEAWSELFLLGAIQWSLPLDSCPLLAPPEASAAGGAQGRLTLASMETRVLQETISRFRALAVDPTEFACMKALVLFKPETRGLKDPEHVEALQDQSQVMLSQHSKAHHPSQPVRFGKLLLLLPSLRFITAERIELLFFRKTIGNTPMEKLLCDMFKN
Shn3 inh set2: inhibitors of Schnurri-3 3'UTR reporter in osteoblasts. Clone20 osteoblast Shn3 3'UTR firefly luciferase, 24 h. inhibition, % at 12.5 µM. actives 0.52% (n = 360,000);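 active = mean inhibition of at least 75% with every replicate also reaching 75%; inconclusive = mean inhibition at least 75% but some replicate below; inactive = mean inhibition below 75%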;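 note: 0% = median of neutral control wells and 100% = pilot-screen positive control compound; some compounds past the cut are filed as inactive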
KKLEB tox: counter-screen for CF NF-kB inhibitors: cytotoxicity | actives 0.36% (n = 360,000) | activity change (cytotoxicity), % at 5 µM | AID 602141 | KKLEB CF airway cells viability, ATPlite luminescence, overnight; stronger effect = lower value; cells stimulated with P. aeruginosa culture filtrate;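 active = corrected activity change at or below -50% at 5 µM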
CF NFkB block: cystic fibrosis NF-kB activation inhibition | KKLEB NF-kB-GFP reporter, PAF-induced, GFP fluorescence overnight | inhibition, % at 5 µM | actives 0.86% (n = 360,000) | AID 588850;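 active = at least 50% inhibition at 5 µM, scaled per plate between neutral and stimulator controls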;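 note: PAF is a Pseudomonas aeruginosa culture filtrate used as stimulus; plate controls were PAF-stimulated DMSO wells for no effect and unstimulated DMSO wells for full effect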
Peg3 promoter: inhibitors of Peg3 promoter; actives 1.7% (n = 360,000); HeLa PEG-Prom luciferase reporter, luminescence, overnight; AID 588405; inhibition, % at 20 µM;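 active = inhibition of at least 50% at 20 µM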
TWEAK Fn14 block: blocks TWEAK-Fn14 interaction in a reporter cell assay | actives 2% (n = 360,000) | TWEAK-stimulated Fn14 reporter cells, luciferase luminescence, 8 h | inhibition, % at 10 µM; in the data active = inhibition above about 50%
NR2E3 ag-2: agonists of human nuclear receptor NR2E3; AID 2300; Q9Y5X4; actives 0.12% (n = 320,000); inhibition of corepressor binding, % at 4.78 µM; GST-NR2E3/biotin-RetCOR TR-FRET, 1536-well;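 active = percent inhibition above the cutoff of mean plus 3 SD of all tested compounds, set per screening campaign, cut at about 20% in these data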;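 note: 0% = DMSO wells and 100% = biotin wells as full block of FRET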
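System: GST-tagged NR2E3 plus biotinylated RetCOR corepressor; Amount: 1.35 nM GST-tagged NR2E3 final; Dosing: single nominal compound dose of 4.8 µM; Schedule: 5 h incubation at 4 °C; Technique: TR-FRET with europium anti-GST and streptavidin-D2, 340 nm excitation; Controls: biotin wells as high control, 0.6% DMSO wells as low control.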
aDG glyco act: increases alpha dystroglycan glycosylation; Pro5-aDG cells, alpha-DG glycosylation AlphaScreen (IIH6); 0% Pro5, 100% B10-LARGE cell signal; activation, % at 10 µM; actives 0.22% (n = 360,000);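 active = activation of at least 8% versus controls, or a plate z-score of at least 8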;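 note: Pro5 are CHO cells carrying HIG-tagged alpha-DG that lacks glycosylation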
MITF TRPM1 inh: inhibitors of MITF-driven TRPM1 promoter in melanoma cells. SK-MEL-5 TRPM1 promoter luciferase, 24 h. inhibition, % at 12.5 µM. actives 0.83% (n = 330,000). AID 488899;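 active = mean inhibition across replicates of 60% or more, whatever share of single replicates reaches that level; inconclusive = some that reach 60%, reason not given; inactive = mean inhibition across replicates below 60%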; note: values of inactives mirror those of a sister screen read the other way
Numbers without * were called inactive; ? = inconclusive; . = no result given.

SMILES	HIF-2a inh	hiPSC survival	NR2E3 ag-1	Shn3 inh set2	KKLEB tox	CF NFkB block	Peg3 promoter	TWEAK Fn14 block	NR2E3 ag-2	aDG glyco act	MITF TRPM1 inh
CCOCc1c(C(=O)NCc2ccccc2CN2CCCC2)oc2ccccc12	-1	-0.5	-6	-1	-2	12	-10	4	3	0.4	-6
Cc1ccc(SCC(=O)NC(=O)NC2CCCC2)c(C)c1	0	1.2	7	8	-12	6	6	-12	.	0.1	4
O=S(=O)(Nc1cccnc1Cl)c1ccc(-c2ccccc2)cc1	21	0.0	64	-1	-6	7	16	8	0	-0.2	7
CCOc1ccc(CCNS(=O)(=O)c2cnc[nH]2)cc1OCC	11	-0.4	-4	-4	-14	9	7	-6	2	-0.2	6
Cn1cc(/C=C2\SC(=S)N(N3CCOCC3)C2=O)c2ccccc21	9	-0.3	-4	-1	-1	-8	16	-7	2	-0.2	-11
Cc1c(CC(=O)NCC(=O)NCC(=O)O)c(=O)oc2c(C)c3oc4c(c3cc12)CCCC4	15	-0.4	-5	-3	7	-13	11	11	.	-0.1	7
CCOC(=O)c1c(NC(=O)CSc2nnc(-c3cccnc3)o2)sc(C)c1C	11	0.4	2	-9	-2	-1	6	4	6	-0.2	10
COc1ccc(-c2cc(=O)oc3c(C)c(OC(C)C(=O)NCc4ccccn4)ccc23)cc1 (stereo not given)	8	-2.5	-26	23	-3	-1	19	12	-1	-0.3	5
CN(C)S(=O)(=O)c1cccc(C(=O)NCCc2ccccc2)c1	-79	-2.1	-121	-34	2	-4	-117	49	3	-0.2	-44
CN(Cc1ccccc1)C(=O)C(=O)c1cn(CC(=O)N2CCCC2)c2ccccc12	13	-0.5	-9	-9	-1	-14	17	15	-3	-0.1	14
CS(=O)(=O)c1ccc(C(=O)OCC(=O)N2CCOCC2)cc1[N+](=O)[O-]	6	5.0	7	95*	-7	43	0	40	.	0.3	.
O=C(NC(=S)Nc1ccc(F)c([N+](=O)[O-])c1)c1ccccc1F	-116	-1.5	-17	-27	8	12	-146	-11	-8	0.7	-19
CCN(c1nc(N)c(C(=O)N=C(N)N)nc1Cl)C(C)C	-13	1.7	8	15	-32	-11	-22	7	-1	-0.1	-8
O=C(NCCC1=CCCCC1)c1[nH]c(C(F)(F)F)nc1-c1ccccc1	15	0.6	13	13	-14	27	38	11	.	0.9	.
Cc1cc(-c2c(C)[nH]n(-c3ccc(Cl)cc3)c2=O)n[nH]1	-86	1.4	-75	-7	-5	8	-92	-1	-6	0.0	-13

Given with bars between the fields: entries from further up
molecule | HIF-2a inh | hiPSC survival | NR2E3 ag-1 | Shn3 inh set2 | KKLEB tox | CF NFkB block | Peg3 promoter | TWEAK Fn14 block | NR2E3 ag-2 | aDG glyco act | MITF TRPM1 inh
CN(Cc1ccccc1)C(=O)C(=O)c1cn(CC(=O)N2CCCC2)c2ccccc12 | 13 | -0.5 | -9 | -9 | -1 | -14 | 17 | 15 | -3 | -0.1 | 14
CCOC(=O)c1c(NC(=O)CSc2nnc(-c3cccnc3)o2)sc(C)c1C | 11 | 0.4 | 2 | -9 | -2 | -1 | 6 | 4 | 6 | -0.2 | 10
Cc1ccc(SCC(=O)NC(=O)NC2CCCC2)c(C)c1 | 0 | 1.2 | 7 | 8 | -12 | 6 | 6 | -12 | . | 0.1 | 4

Next section.
SMILES	HIF-2a inh	hiPSC survival	NR2E3 ag-1	Shn3 inh set2	KKLEB tox	CF NFkB block	Peg3 promoter	TWEAK Fn14 block	NR2E3 ag-2	aDG glyco act	MITF TRPM1 inh
O=C1CC(C(=O)Nc2ncccn2)C(c2ccccc2)O1 (stereo not given)	13	0.0	-2	13	-30	16	13	3	1	-0.1	2
CCOC(=O)Cc1csc(NC(=O)COc2ccccc2OC)n1	9	5.4	-19	20	7	6	-1	-4	1	-0.1	10
O=C(NCCN1CCOCC1)C1CCC(CNS(=O)(=O)c2ccc(Cl)cc2)CC1 (stereo not given)	-21	-0.3	4	0	-2	-2	3	-22	5	-0.2	4
C=CCNC(=S)Nc1sc2c(c1C(=O)OCC)CC(C(C)C)OC2 (stereo not given)	-10	-0.6	-15	-6	-19	-10	5	-2	2	-0.2	1
COC(=O)CCC(=O)OC1(C)C(=O)C=C2C=C(C3CC3)N(C3CC3)C=C2C1=O (stereo not given)	-2	-0.8	-3	1	10	8	2	7	4	0.2	1
CSc1nsc(/C=C/Nc2ccc(Cl)cc2)c1C#N	-89	2.5	-5	1	-5	-4	-135	-4	3	-0.2	2
Cc1cc(=O)oc2cc(NC(=S)NNC(=O)c3c(Cl)cnn3C)ccc12	-23	-0.1	-19	11	2	-9	-10	7	4	0.2	7
c1ccc(CNc2nc(-c3ccccc3)nc3ccccc23)cc1	-2	0.1	-27	4	-6	5	15	-51	0	0.2	-9
COCC(=O)Nc1cc(C)cn(Cc2c(F)cccc2Cl)c1=O	-15	0.6	-4	10	0	0	17	2	5	0.0	14
CN(CC(=O)Nc1ccccc1Cl)C(=O)CCc1nc2ccccc2c(=O)[nH]1	-4	-0.2	14	-1	2	1	6	-10	-1	0.1	3
CN(C)/C=C(\C#N)C(=O)c1cccc(Oc2ccc(Br)cc2)c1	-26	3.3	-33	-8	-4	1	-9	12	1	-0.2	-5
COc1ccc([N+](=O)[O-])cc1NC(=O)C1C2C=CC(C2)C1C(=O)O (stereo not given)	18	-0.3	17	15	4	-1	9	8	2	0.5	-20
O=C1c2ccccc2C(=O)N1CCOc1ccc(F)cc1	-239	0.0	-83	-110	-1	-9	-128	-27	0	0.0	-53
Cc1ccc(-c2noc(C3CCCN(S(=O)(=O)c4ccc5ccccc5c4)C3)n2)o1 (stereo not given)	-16	0.7	-2	6	-1	11	-1	1	-1	-0.2	3
O=c1[nH]c(=O)n(Cc2ccco2)c2c1C(C(F)(F)F)(C(F)(F)F)N=C(c1ccco1)N2	-8	1.7	-7	-10	1	-46	18	5	-2	-0.1	-4
COc1ccc2cc(C(=O)C3CCCN(Cc4cnc(C)s4)C3)ccc2c1 (stereo not given)	-34	-0.7	1	54	2	-17	-4	-8	-1	1.4	3
O=C(COc1ccc(S(=O)(=O)NCc2ccccc2)cc1Cl)NCc1ccncc1	9	-0.1	-17	7	-2	-6	23	-8	2	0.0	1
Cc1cccc(NC(=O)c2sc3nc(N4CCOCC4)c4c(c3c2N)CCCC4)c1	-161	0.6	-37	5	-30	26	-73	-9	28*	0.1	-13
C=CCn1c(=O)c2ccccc2n2c(SCc3nnc(-c4ccccc4Br)o3)nnc12	18	1.6	-9	3	-13	-2	9	2	-1	0.1	12
CCOc1ccc2c(c1)nc(SCC(=O)c1cccs1)n2C	-149	-1.9	-19	1	2	-17	-133	14	-2	0.0	-14
O=C(NC(=S)Nc1ccc(S(=O)(=O)Nc2nccs2)cc1)c1ccccc1	16	3.2	2	-24	-2	10	0	10	0	-0.3	9
C/C(=N\Nc1cc(N2CCCCC2)nc(C)n1)c1ccc(Br)cc1	3	0.4	25	83	-4	2	43	-6	1	0.0	19
CCOCCCNC(=O)c1cn(CC)c2ccc(S(=O)(=O)N3CCOCC3)cc2c1=O	8	0.2	23	1	-5	-9	4	-7	-4	-0.2	-3
CCc1cccc2c(-c3csc(=NC)n3C)c[nH]c12	-14	0.5	3	14	10	8	-39	26	-2	0.7	14
CCCCNC(=O)COC(=O)c1ccc(NC(C)=O)cc1	-1	1.1	-11	-2	10	2	0	-13	-1	-0.1	6
CN1/C(=C\C(=O)CN2C(=O)NC3(CCCCCC3)C2=O)C(C)(C)c2ccccc21	17	-1.2	10	?	0	-7	7	19	1	1.2	-11
COc1ccc(N2CC(C(=O)N/N=C/c3ccccc3)CC2=O)cc1 (stereo not given)	7	-1.0	20	13	5	-13	-8	-4	0	-0.1	11
CC(C)Oc1ccc(C(=O)Nc2ccc3c(c2)n(C)c(=O)n3C)cc1	-60	-0.2	-17	-6	5	-19	-54	-7	5	-0.1	-5
COc1ccc(CC(=O)OCC(=O)NCc2ccccc2Cl)cc1OC	11	-1.6	-26	-28	8	-9	11	9	4	-0.4	5
COC(=O)COc1ccc2occ(C(C)=O)c2c1	11	0.2	-17	-6	-3	-7	-9	0	-6	0.0	2
CCN(CC)S(=O)(=O)c1ccc2c(c1)nc(SCc1nc3ccsc3c(=O)[nH]1)n2CC	27	0.3	-17	1	7	1	6	14	0	0.0	-1
O=S1(=O)CC(O)C(N2CCC(c3ccccc3)CC2)C1 (stereo not given)	5	-0.3	8	-1	-2	18	11	1	1	0.1	1
Cc1ccc(S(=O)(=O)N2C[C@H]3C(=O)C[C@@H](c4cccc(C)c4)N(S(=O)(=O)c4ccc(C)cc4)[C@H]3C[C@H]2c2ccccc2)cc1	0	5.4	-19	-31	3	0	-22	-29	.	-0.4	.
O=C(COC(=O)c1ccc(S(=O)(=O)NCc2ccco2)cc1)Nc1ccccc1OC(F)F	8	-1.0	-4	-4	3	-1	0	1	4	0.3	3
CCOc1ccccc1N/C=C(\C#N)c1nc2ccccc2n1C	-10	-1.4	-14	-32	-17	22	10	-1	1	0.0	1
CNCCC(Oc1ccccc1OC)c1ccccc1 (stereo not given)	-1	3.1	-34	5	5	7	-18	-8	1	0.1	-7
CCNC(=O)C1(C)CCN(Cc2ccc(-c3ccccc3)cc2)C1 (stereo not given)	-52	3.1	-26	9	-2	-3	-24	-2	.	0.3	.
CN(C)c1ccc(O)c2c1CC1CC3[C@@H](N(C)C)C(=O)C(C(N)=O)C(=O)[C@]3(O)C(=O)C1C2=O (stereo not given in full)	5	-2.9	-11	29	-11	26	-1	18	.	-0.3	12
Cn1c(SCC(=O)c2ccccc2)ncc(C(=O)Nc2ccc(F)cc2)c1=O	-37	1.4	-15	-33	-5	8	-62	-85	3	0.1	-13
O=C(COc1nc2ccccc2nc1N1CCOCC1)NCC(F)(F)F	15	2.9	0	-2	-6	-16	-1	-4	0	0.1	-5
CC(C)C(C)(C#N)NC(=O)CSc1nncn1-c1ccccc1 (stereo not given)	13	-0.6	6	2	4	-15	2	24	-2	0.2	15
Cc1oc(-c2ccccc2F)nc1CN1CCC(C(=O)NCc2cccs2)CC1	5	4.8	-2	6	2	4	6	17	1	0.2	4
Cc1c(O)c2c3c(cccc3c1O)C(=O)N(c1ccccc1)C2=O	5	0.7	-51	20	-17	17	3	-1	9	-0.2	4
CC(=O)N(C)c1ccc(NS(=O)(=O)Cc2ccccc2)cc1	-22	-1.0	-16	-26	-4	-7	-26	45	-4	-0.1	22
CN(C(=O)Nc1cnccc1C(F)(F)F)C1CCCCC1	14	0.0	6	19	4	6	8	0	8	0.1	2
O=C(Nc1ccon1)c1cc2ccccc2oc1=O	-32	-1.3	-2	-1	15	-3	-33	-22	3	-0.1	-20
Nc1ccc2ccccc2c1N=Nc1ccccc1	-115	-3.4	-24	1	8	4	-46	12	.	-0.8	12
CCCc1cc(=O)oc2cc(C)cc(OC(C)C(=O)NCc3ccccn3)c12 (stereo not given)	1	-0.2	1	15	-5	1	8	-16	0	-0.2	7

Source: PubChem BioAssay
